# GPR35 antagonists: inhibition of zaprinast-stimulated GPR35 beta-arrestin translocation – imaging, U2OS, beta-arrestin-GFP, zaprinast agonist, primary screen (AID 2058); U2OS GPR35 beta-arrestin-GFP translocation imaging, zaprinast antagonism; higher % means a stronger effect; inhibition, % at 10 µM; hits with a dose series show IC50 in µM; 290,000 compounds, 0.052% hits;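 active = inhibition of at least 50% with at least 30 cells and total cytoplasm GFP at most 10,000,000; inconclusive = under 30 cells or total GFP of 10,000,000 plus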
# GPR55 activation: selective activators of receptor GPR55 – imaging, U2OS cells, beta-arrestin-GFP redistribution, primary screen (AID 1961). U2OS GPR55 beta-arrestin-GFP redistribution imaging; higher % means a stronger effect. activation, % at 10 µM, or EC50 in µM where a hit was titrated. 290,000 compounds, 0.048% hits;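 active = activation above 40% with more than 50 cells counted in the well; inconclusive = wells holding fewer than 50 cells, flagged as toxic or sparse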;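 also: U2OS osteosarcoma cells stably expressing GPR55 and beta-arrestin-GFP; plate controls were DMSO negative control for no effect and LPI positive control for full effect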
# Siah-1 displacement: Siah-1 peptide-binding antagonists, primary screen, biochemical, fluorescence polarization, rhodamine-plectin, uHTS (AID 1817); 290,000 compounds, 0.02% hits; Siah-1 / rhodamine-plectin peptide fluorescence polarization; higher % means a stronger effect; one-dose displacement, % at 20 µM; IC50 in µM for titrated hits;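 active = displacement of at least 50% at 20 µM, with a fluorescence ratio check between 0.3 and a set limit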;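 also: plate controls were Siah plus tracer with DMSO for no effect and tracer alone without Siah for full effect; strong numbers were not always called active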
# Dengue-2 NS5 capping: flavivirus cap methylation enzyme inhibition – biochemical, confirmation dose response, primary screen (AID 588689). one-dose inhibition, % at 25 µM; IC50 in µM for titrated hits. 340,000 compounds, 0.3% hits. Dengue-2 NS5 methyltransferase capping enzyme assay, biochemical; higher % means a stronger effect; in the data active = a potency from the dose series; inconclusive = inhibition above about 29% without an active follow-up result
# NTR1 agonist: agonists of NTR1, primary screen, imaging, U2OS cells, beta-arrestin-GFP, high content (AID 493036); 330,000 compounds, 0.17% hits; NTR1-U2OS beta-arrestin-GFP spot imaging, agonist mode; activation, % at 20 µM; P30989;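 active = activation at or above 40% of the spot to cytoplasm intensity ratio, with at least 20 cells analyzed; inconclusive = wells under 20 cells, flagged as cytotoxic or low count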;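 also: 0% = DMSO without peptide and 100% = 100 nM NTR1 peptide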
# Target sequence (P30989 whole entry, looked up): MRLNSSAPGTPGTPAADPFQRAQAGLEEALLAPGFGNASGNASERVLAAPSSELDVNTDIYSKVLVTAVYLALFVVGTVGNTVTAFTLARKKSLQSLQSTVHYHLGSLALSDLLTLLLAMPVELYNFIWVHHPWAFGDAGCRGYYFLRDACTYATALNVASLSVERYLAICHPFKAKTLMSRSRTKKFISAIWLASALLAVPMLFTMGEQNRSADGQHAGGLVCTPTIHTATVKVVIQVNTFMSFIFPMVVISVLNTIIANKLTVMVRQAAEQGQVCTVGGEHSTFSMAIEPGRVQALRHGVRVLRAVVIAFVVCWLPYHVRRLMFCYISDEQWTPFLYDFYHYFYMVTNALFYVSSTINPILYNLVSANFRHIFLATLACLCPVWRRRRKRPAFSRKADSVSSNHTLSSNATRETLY
# K1F lysis inhibition: protection from phage-mediated lysis, alamar blue read-out – E. coli UTI89, K1F phage, bacterial capsule biogenesis inhibitors (AID 488966); E. coli UTI89 K1F phage lysis, alamar blue, 2 h; higher % means a stronger effect; 340,000 compounds, 0.02% hits; inhibition, % at 100 µM, or IC50 in µM where a hit was titrated;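 active = phage lysis inhibition, versus mean bacterial control, above a set limit; inconclusive = no clear call, values can overlap the other calls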;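 also: capsule biogenesis inhibitors block K1F phage lysis so surviving cells raise fluorescence; higher fluorescence means more inhibition of phage lysis; actives were called in the ten point dose series up to 300 µM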
# HIV peptide binding: inhibitors of HIV fusion peptide binding, primary screen, biochemical, uHTS, fluorescence dequenching (AID 1986); cell-free peptide binding, fluorescence dequenching, 30 min; higher % means a stronger effect; 290,000 compounds, 0.3% hits; inhibition, % at 20 µM; hits with a dose series show IC50 in µM; in the data active = inhibition mostly above about 52%, no sharp cut-off; inactive = mostly below about 76%; also: some results filed as inactive read as strong as hits
# AID2073: inhibitors of Mint1-CaV2.2 protein interaction, biochemical, HTRF (AID 2073) | HTRF protein-protein interaction, Mint1-CaV2.2; higher % means a stronger effect | inhibition, % at 20 µM; hits with a dose series show IC50 in µM | 290,000 compounds, 0.19% hits; in the data active = inhibition mostly above about 51%, no sharp cut-off; inconclusive = no clear call, values can overlap the other calls; inactive = mostly below about 53%; also: some results filed as inactive read as strong as hits
# GPR55 antagonists: inhibition of LPI-stimulated GPR55 beta-arrestin translocation – imaging, U2OS, beta-arrestin-GFP, LPI agonist, primary screen (AID 2013) | U2OS GPR55 beta-arrestin-GFP translocation imaging, LPI antagonism; higher % means a stronger effect | inhibition, % at 10 µM, or IC50 in µM where a hit was titrated | 290,000 compounds, 0.13% hits;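 active = spots per cell inhibited over 60%, with over 100 cells counted and total cytoplasm intensity under 500,000; inconclusive = wells with under 100 cells, flagged as likely toxic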;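 also: U2OS cells stably carrying GPR55 and arrestin-GFP stimulated by 5 µM LPI near EC80; imaged beta-arrestin-GFP aggregate spots per cell after agonist stimulation; plate controls were LPI-stimulated DMSO wells for no effect and DMSO wells without LPI for full effect; some results filed as inactive read as strong as hits; confirmed hits need IC50 under 10 µM and bright autofluorescent wells are also inconclusive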
# NTR1 agonist cell count 20 µM: recorded beside NTR1 agonist, whose call it bears; cell count; measured here: cell count, cytotoxicity flag
# Dengue-2 NS5 capping pilot replicate: recorded beside Dengue-2 NS5 capping, whose call it bears; inhibition, %; measured here: pilot screen replicate inhibition
# Starred values were filed as active, the others as inactive; ? = inconclusive; / = no result given; [ ] = remark or other dose. Not a hit list. About 1.2% of those tested had a hit in this group.
SMILES,GPR35 antagonists,GPR55 activation,Siah-1 displacement,Dengue-2 NS5 capping,NTR1 agonist,NTR1 agonist cell count 20 µM,K1F lysis inhibition,HIV peptide binding,AID2073,GPR55 antagonists,others
COc1cc(NS(=O)(=O)c2ccc3c(c2)C(C)(C)C(=O)N3C)cc(OC)c1,-2%,-0.3%,16%,-2%,-4.0,52,0.7%,-0.7%,14%,-10%,
COc1cccc(CNC(=O)C2CCCN(c3nc4ccccc4o3)C2)c1 (stereo unspecified),23%,-0.1%,0%,-6%,-1.9,68,-2.6%,0.0%,-4%,5%,
CC(CC(=O)NCc1ccc(Cl)cc1)c1ccccc1 (stereo unspecified),9%,-0.1%,12%,-3%,1.4,70,0.5%,-0.3%,-3%,1%,
CCOC(=O)C1=C(c2ccccc2)NC(=S)NC1c1ccc(C)c([N+](=O)[O-])c1 (stereo unspecified),1%,-0.2%,8%,-2%,1.2,62,0.8%[50 µM],-0.3%,-8%,4%,
Cn1c(=O)n(C)c2cc(S(=O)(=O)Nc3ccccc3)ccc21,3%,1.9%,-3%,-1%,1.2,73,-0.6%,0.1%,6%,8%,
CCC(=O)N1CCCc2cc(S(=O)(=O)CCC(=O)Nc3ccccc3C)ccc21,-17%,1.0%,-1%,-4%,2.7,45,5.7%,-1.3%,5%,-9%,
NC(=O)c1ccsc1NC(=O)CS(=O)(=O)c1ccc(Cl)cc1,14%,-0.1%,-3%,-7%,-0.7,49,0.1%,-0.8%,4%,1%,
CN(C)C(=O)N1CCC(C(=O)NCc2ccc(F)cc2)CC1,-10%,-0.2%,-4%,-5%,1.2,89,0.1%,0.3%,-6%,-7%,
O=C(Cc1ccc(Cl)cc1)Nc1ccc(Br)cc1,5%,-0.4%,14%,-16%,2.4,63,0.2%,-1.1%,18%,0%,
Cc1ccc(CCNS(=O)(=O)c2ccc3c(c2)NC(=O)C(C)C(=O)N3)cc1 (stereo unspecified),-6%,0.4%,-9%,-3%,2.4,66,6.7%,5.5%,10%,10%,
CC1CCC(NS(=O)(=O)c2ccc(N3CCCC3=O)cc2)CC1 (stereo unspecified),-19%,0.2%,-2%,2%,1.4,67,0.5%,-0.9%,10%,12%,
O=[N+]([O-])c1ccc(NCCCN2CCOCC2)c([N+](=O)[O-])c1,2%,0.3%,-4%,-5%,0.1,30,1.9%,-1.5%,2%,-3%,
CC(C)(C)OC(=O)c1c(N)n(CCCN2CCCC2=O)c2nc3ccccc3nc12,-6%,-0.1%,1%,1%,-1.8,84,-0.9%,-1.0%,24%,-11%,
CCOC(=O)C1(CCOc2ccccc2)CCN(Cc2cc(OC)cc(OC)c2)CC1,-2%,-0.1%,-4%,1%,0.2,68,0.2%,-1.0%,-3%,-5%,Dengue-2 NS5 capping pilot replicate=-3.3
Cc1ccc(Nc2nc(-c3ccncc3)cs2)cc1,-6%,-0.1%,19%,-3%,0.9,83,-1.0%,-2.0%,7%,-3%,
Cc1cc(C)nc(NS(=O)(=O)c2ccc(N3Cc4ccccc4C3=O)cc2)n1,1%,-0.3%,2%,-1%,1.0,76,0.0%,7.5%,13%,2%,
COc1ccc(NC(=O)C(=O)Nc2cccc3ccccc23)c(OC)c1,13%,0.2%,8%,-9%,3.1,52,0.1%,-0.8%,-5%,4%,
CCCCOC(=O)C(C#N)c1nc2ccccc2nc1N1CCOCC1 (stereo unspecified),2%,0.0%,3%,?,2.3,52,0.0%,0.0%,4%,-16%,
Cc1ccc2[nH]c(=O)c(CN(Cc3cccnc3)C(=S)NCCCN(C)C)cc2c1,17%,-0.2%,0%,-8%,0.8,68,3.2%,2.2%,-8%,10%,
Cc1ccc(C)c(N2CCN(CCN3CCCCC3)CC2)c1,1%,0.5%,13%,-6%,-0.3,72,0.1%,0.3%,-1%,8%,
CCN1CCN(C(=O)Cn2ncc3c([nH]c4ccccc43)c2=O)CC1,2%,0.3%,12%,-5%,-2.4,68,0.9%,2.6%,7%,-3%,
COc1ccccc1N1CCN(C(=O)COc2ccc(Cl)cc2)CC1,-1%,-0.1%,-1%,-2%,-0.7,54,5.8%,-0.2%,-14%,-5%,
COc1cc(OC)c(CN2CCC(CO)(CCOc3ccccc3)CC2)c(OC)c1,0%,0.3%,-6%,-12%,-1.2,84,0.1%,-0.1%,-12%,13%,
CCOC(=O)c1c(NC(=S)Nc2ccc(C)cc2)sc2c1CCC2,-3%,-0.1%,6%,3%,16,66,3.5%[50 µM],2.1%,-13%,9%,
COc1ccc(-c2nc(C(N)=O)c3[nH]c(=O)n(-c4cccc(Cl)c4)c3n2)cc1OC,-2%,-0.2%,4%,-7%,/,/,0.1%,-0.1%,14%,-1%,

# Reprinted at random: 2 entries already listed
SMILES,GPR35 antagonists,GPR55 activation,Siah-1 displacement,Dengue-2 NS5 capping,NTR1 agonist,NTR1 agonist cell count 20 µM,K1F lysis inhibition,HIV peptide binding,AID2073,GPR55 antagonists,others
CC(CC(=O)NCc1ccc(Cl)cc1)c1ccccc1 (stereo unspecified),9%,-0.1%,12%,-3%,1.4,70,0.5%,-0.3%,-3%,1%,
O=[N+]([O-])c1ccc(NCCCN2CCOCC2)c([N+](=O)[O-])c1,2%,0.3%,-4%,-5%,0.1,30,1.9%,-1.5%,2%,-3%,

# At a glance, six of the compounds above.
SMILES,GPR35 antagonists,GPR55 activation,Siah-1 displacement,Dengue-2 NS5 capping,NTR1 agonist,NTR1 agonist cell count 20 µM,K1F lysis inhibition,HIV peptide binding,AID2073,GPR55 antagonists,others
Cc1ccc(C)c(N2CCN(CCN3CCCCC3)CC2)c1,1%,0.5%,13%,-6%,-0.3,72,0.1%,0.3%,-1%,8%,
CCN1CCN(C(=O)Cn2ncc3c([nH]c4ccccc43)c2=O)CC1,2%,0.3%,12%,-5%,-2.4,68,0.9%,2.6%,7%,-3%,
COc1ccccc1N1CCN(C(=O)COc2ccc(Cl)cc2)CC1,-1%,-0.1%,-1%,-2%,-0.7,54,5.8%,-0.2%,-14%,-5%,
COc1cc(OC)c(CN2CCC(CO)(CCOc3ccccc3)CC2)c(OC)c1,0%,0.3%,-6%,-12%,-1.2,84,0.1%,-0.1%,-12%,13%,
CCOC(=O)c1c(NC(=S)Nc2ccc(C)cc2)sc2c1CCC2,-3%,-0.1%,6%,3%,16,66,3.5%[50 µM],2.1%,-13%,9%,
COc1ccc(-c2nc(C(N)=O)c3[nH]c(=O)n(-c4cccc(Cl)c4)c3n2)cc1OC,-2%,-0.2%,4%,-7%,/,/,0.1%,-0.1%,14%,-1%,

# The results go on.
SMILES,GPR35 antagonists,GPR55 activation,Siah-1 displacement,Dengue-2 NS5 capping,NTR1 agonist,NTR1 agonist cell count 20 µM,K1F lysis inhibition,HIV peptide binding,AID2073,GPR55 antagonists,others
Cn1c(=O)c2sccc2n2c(CCCC(=O)NCc3ccc4c(c3)OCO4)nnc12,-1%,-0.1%,-4%,1%,/,/,0.1%,-1.3%,-2%,4%,
Cc1cc(-c2ccc(S(=O)(=O)NCc3ccc(F)cc3)cc2)on1,7%,0.3%,4%,-4%,2.1,65,-0.1%,3.2%,10%,-3%,
CCC(C)NC(=O)COC(=O)c1oc2ccccc2c1CSc1ccc(Cl)cc1 (stereo unspecified),-15%,0.1%,0%,-1%,0.9,95,0.4%,1.5%,4%,2%,
Cc1ccc(S(=O)(=O)Nc2ccc(=O)n(Cc3ccc(Cl)c(Cl)c3)c2)cc1,-4%,0.3%,2%,-1%,0.0,66,0.0%,57%,2%,8%,
O=C(CSc1nc(-c2ccccc2)cs1)NCc1ccco1,9%,-0.2%,-4%,-4%,1.6,59,-0.7%[50 µM],-2.0%,-1%,-3%,
O=C(NCCc1ccc2c(c1)OCCO2)c1cc(F)cc(F)c1,-8%,-0.2%,-4%,-3%,0.5,81,0.8%[50 µM],2.0%,4%,5%,
Cc1noc(NC(=O)c2c(-c3c(Cl)cccc3Cl)noc2C)c1[N+](=O)[O-],-5%,0.1%,3%,/,0.9,30,/,1.7%,9%,9%,
C/C(=N/NC(=O)c1ccoc1C)c1ccc(NC(=O)C2CCCC2)cc1,8%,1.4%,6%,-8%,1.5,78,1.5%,-0.4%,-1%,9%,
O=C(O)c1ccc(NCCc2ccc(Cl)cc2)c([N+](=O)[O-])c1,-10%,0.9%,-2%,17%,0.0,37,-0.4%,14%,7%,6%,
CCn1c2ccc(CC(=O)O)cc2c2cc(CC(=O)O)ccc21,10%,-0.2%,-3%,1%,2.9,38,-1.0%,1.4%,3%,7%,
Cc1ccccc1NC(=O)Cc1nnc(SCC(=O)NC2CCCC2)n1C,-14%,0.0%,4%,7%,1.4,36,1.3%,0.3%,4%,10%,
Cc1ccc(CNC(=O)c2nccnc2C(=O)O)cc1,11%,0.0%,5%,-4%,-1.9,84,0.1%,-1.7%,5%,5%,
Cc1ccc(NC(=O)CSc2nc(-c3ccco3)nc3cc(=O)[nH]n23)c(Cl)c1,0%,0.0%,15%,-17%,0.2,75,1.1%,26%,11%,0%,
CC1(c2ccccc2)NC(=O)N(CC(=O)Nc2nnc(C3CC3)s2)C1=O (stereo unspecified),-12%,-0.1%,-3%,0%,-0.6,54,-0.1%,-0.2%,-3%,14%,
COc1ccc(NC(=O)c2cc(S(=O)(=O)N3CCOCC3)cn2C)cc1Cl,0%,0.5%,-2%,-3%,0.4,88,6.8%,-0.3%,11%,12%,
CC(=O)c1ccc(CCCCCCCCCC(=O)O)s1,-5%,-0.1%,1%,-8%,-0.2,45,-0.8%,-1.2%,7%,7%,
COc1cccc(Nc2cc(C)c3ccccc3n2)c1,5%,0.0%,3%,-6%,5.9,99,0.1%,0.4%,-3%,6%,
COC(=O)C1=C(C)N(Cc2ccc(OC)c(OC)c2)C(=O)C1,2%,-0.2%,1%,-5%,-0.4,56,0.9%,-1.4%,-18%,9%,
CN(c1ccc(F)cc1)S(=O)(=O)c1ccc(Cl)c(C(=O)OCC(=O)NCc2ccco2)c1,7%,-0.5%,4%,-2%,5.4,34,-0.1%,-0.5%,6%,7%,
COc1ccc(OCc2nnc(SCC(=O)N(C)Cc3ccccc3)n2N)cc1,7%,0.1%,0%,-6%,2.9,42,0.3%,-1.3%,18%,2%,
